Source: PubChem (several laboratories)
XIAP displacement: small molecules displacing peptide from XIAP – biochemical, IAP family, fluorescence polarization (AID 1018); XIAP BIR domain, fluorescence polarization peptide displacement; higher % means a stronger effect; one-dose displacement, % at 20 µM; IC50 in µM for titrated hits; 200,000 tested, 0.007% active; in the data active means displacement above about 50%; further: a part of the inactive calls stands beside numbers as strong as those of hits
WT yeast gro inh: growth inhibition of WT yeast, mitochondrial fusion screen; mitochondrial fusion phenotypic screen, WT strain; inhibition, % at 10 µM; 190,000 tested, 2.1% active; AID 1362; in the data active means inhibition above about 58%; tested in S. cerevisiae
Lipid droplet: modulators of hepatic lipid droplet formation | AML12 mouse hepatocytes, oleate lipid droplets, BODIPY imaging | inhibition, % at 6.5 µM | 240,000 tested, 0.4% active;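 active means lipid droplet intensity inhibited by at least 50%, with more than 500 cells counted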
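System: AML12 hepatocytes (mouse). Probe or stimulus: oleic acid at 100 µM to induce lipid droplet formation. Times: overnight treatment with compound plus oleate. Detection: Image-based BODIPY and DAPI two-channel analysis. Evaluation: percent inhibition of filter-corrected integrated lipid droplet intensity per well.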
Ins promoter up: MIN6 insulin promoter up-regulation; 190,000 tested, 0.3% active; MIN6 insulin promoter-GFP reporter, high-content imaging; stronger effect = higher value; z-score at 5 µM;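 active means z-score above 3 at 5 µM with at least 500 cells counted in the well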
Autophagy HCS: autophagy modulation, high-content screen; 190,000 tested, 0.98% active; calls only at 10 µM (by protocol); MEF GFP-LC3 puncta imaging; test concentration mostly 10 µM; AID 463193;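 active means percentage of spot-positive cells more than 3 SD above its plate mean, without a fluorescence outlier flag or 80% toxicity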;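 further: spot-positive cell cutoff set from DMSO-treated cells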
ER stress rescue: rescue of cells from ER stress-induced death, primary screen, 384-well, CSM14.1, thapsigargin, ATP luminescence (AID 1222) | CSM14.1 thapsigargin-induced death rescue, ATP luminescence; higher % means a stronger effect | cellular ATP content (survival), % at 20 µM, or EC50 in µM where a hit was titrated | 190,000 tested, under 10 active;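 active means EC50 below 50 µM in the dose-response confirmation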;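 further: death triggered by thapsigargin at about 15 µM added after 2 h compound pretreatment; cell ATP read after overnight thapsigargin exposure of roughly 18 to 22 hours; normalized against plate controls of thapsigargin alone and 5% DMSO vehicle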
MT stabilizer: stabilizes microtubules in HeLa cells; HeLa tubulin immunostaining HCS, 24 h; share of cells brighter than vehicle mean+2SD; % tubulin-high responders, % at 10 µM; 200,000 tested, 0.83% active;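 active means plate Z-score above 3 for both tubulin-high and condensed-nucleus cell shares, with cell loss under 80%, at 10 µM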;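 further: anti alpha tubulin signal scored within the nucleus-defined area of each cell; some results filed as inactive read as strong as hits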
bCat nuc transl: modulators of beta-catenin nuclear translocation; HeLa beta-catenin nuclear translocation, immunofluorescence imaging; nuclear translocation activity, % at 5 µM; 190,000 tested, 0.3% active;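 active means nuclear translocation activity above 50% at 5 µM, with a well cell count of 50 or more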;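 further: per-cell ratio of nuclear to cytoplasmic median beta-catenin stain intensity; plate controls were DMSO negative control for no effect and GSK-3 inhibitor IX positive control for full effect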
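Assay system: human HeLa cells, native beta-catenin; doses: 5 µM primary, 0.02–20 µM confirmation; incubation: compound treatment 24 h, 37°C, 5% CO2; technique: fluorescence imaging of beta-catenin antibody stain plus DAPI; measure: % activation, nuclear-to-cytoplasmic median beta-catenin signal ratio per cell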
Dynein transport: blocks dynein driven cargo transport along microtubules; 3617.4 mouse cells, GR-EGFP nuclear translocation imaging; test concentration mostly 20 µM; stimulated with dexamethasone, 1 µM; stronger effect = lower value; z-score, hits read low; 220,000 tested, 0.47% active; AID 1381;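 active means plate z-score of nuclear minus cytoplasmic receptor signal below a set negative limit, without overly bright fluorescence or cell loss, cut at about -3.5 in these data, passing the limit was not always enough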;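 further: z-score of nuclear minus cytoplasmic ring GR-EGFP intensity difference per well; some compounds called inactive have numbers as strong as hits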
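Buffer or medium – tet-free medium with charcoal-stripped serum · Signal – automated 10x imaging of fixed Hoechst-stained cells · Also added – dexamethasone agonist, 1.0 µM final, for 30 min · Incubation – induction 48 h, compound 1 h, agonist 30 min · Read-out – GR-EGFP nuclear translocation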
WT yeast gro inh mutant strain: recorded beside WT yeast gro inh, whose call it bears; inhibition, %; mitochondrial fusion phenotypic screen, mutant strain inhibition
Dynein transport cytoplasmic EGFP: second read-out of Dynein transport, no call of its own (marks repeat the call); z-score; measured here: cytoplasmic GR-EGFP intensity; stronger effect = higher value
Dynein transport nuclear GR-EGFP: recorded beside Dynein transport, whose call it bears; z-score; measured here: nuclear GR-EGFP intensity;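 lower value marks the stronger effect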
Dynein transport cell count: second read-out of Dynein transport, no call of its own (marks repeat the call); z-score; measured here: cell count per field
Ins promoter up cell count: further read-out of Ins promoter up, marked with its call; cell count; measured here: cytotoxicity, nuclei count;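 total cells summed across four imaged fields per well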
Lipid droplet cells 6.5 µM: also measured in Lipid droplet; calls as there; cell count; measured here: cell count, cytotoxicity flag;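 cells counted across two imaged fields per well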
bCat nuc transl cell count 5 µM: also measured in bCat nuc transl; calls as there; cell count; measured here: cell count, cytotoxicity flag
MT stabilizer Hoechst-high %: second read-out of MT stabilizer, no call of its own (marks repeat the call); % Hoechst-high responders; measured here: nuclear condensation Hoechst responders;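 share of cells brighter than vehicle mean plus two SD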
MT stabilizer cytotoxicity %: recorded beside MT stabilizer, whose call it bears; toxicity, %; measured here: cytotoxicity by cell density;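 0% = mean cell density of plate MIN control wells and 100% = no cells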
Autophagy HCS cell loss 18 h: further read-out of Autophagy HCS, marked with its call; toxicity, %; measured here: cell loss, nuclei count;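 cell loss after 18 h compound exposure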
* marks the source's active call; other numbers are inactive results; i = inactive; nt = not tested or not shown. This is a random part of the collection; 4% or so of the library scored in one or more.

molecule	XIAP displacement	WT yeast gro inh	WT yeast gro inh mutant strain	Lipid droplet	Lipid droplet cells 6.5 µM	Ins promoter up	Ins promoter up cell count	Autophagy HCS	Autophagy HCS cell loss 18 h	ER stress rescue	MT stabilizer	MT stabilizer Hoechst-high %	MT stabilizer cytotoxicity %	bCat nuc transl	bCat nuc transl cell count 5 µM	Dynein transport	Dynein transport cytoplasmic EGFP	Dynein transport nuclear GR-EGFP	Dynein transport cell count
O=C(CCc1ccccc1)Nc1nnc(-c2ccc3c(c2)CCCC3)o1	-5.8%	66*	0.5*	nt	nt	-0.53	950	i	4	1.7%	3.5	2.9	8.1	-6.5	1082	-1	-0.24	-0.47	0.43
CC(NCc1ccccc1Cl)C(=O)Nc1ccc(C#N)cc1 (stereo not drawn)	-3.4%	-4	6	15	684	-0.98	1378	i	-1	-1.1%	8.8	1.3	9.1	-0.9	1115	-0.072	-0.26	0.24	1
COc1ccc(CC(=O)NCc2n[nH]c(=S)n2-c2cccc(Cl)c2)cc1	-4.4%	-8	5	24	647	-0.13	1602	i	4	0.2%	2.9	2.5	7.7	-4.0	1061	1.3	-0.3	-0.081	-1.7
c1ccc(CSC2=NCCCN2)cc1	-3.1%	6	1	5	717	nt	nt	i	3	0.2%	1.3	1.4	6.7	-5.4	1121	-0.75	-0.24	-0.45	1.3
O=C(O)c1cc2c(ccc3ccccc32)o1	-6.4%	-3	9	nt	nt	0.88	1388	i	-6	-2.7%	2.7	3.1	2.9	2.7	1458	-0.22	-0.21	0.0015	0.66
CCN(CC(=O)N1CCOCC1)S(=O)(=O)c1ccc(C)cc1	-2.8%	13	25	3	734	-1.2	1320	i	17	1.5%	3.5	2.1	7.4	-1.2	1067	1.1	-0.25	0.23	-0.44
COc1ccc(NC(=O)COc2ccc(N(C)S(=O)(=O)c3ccc(C)cc3)cc2)cc1	-4.6%	17	-3	-25	744	0.33	1191	i	0	-1.4%	1.3	4.5	8.4	0.7	499	-1	-0.29	-0.51	0.42
CCn1c(-c2nonc2NC(=O)c2ccccc2)nc2ccccc21	1.4%	11	22	nt	nt	-2.1	1267	i	-17	-4.1%	3.4	1.8	6.7	0.7	1351	1.3	-0.18	0.96	-0.25
COc1ccc(NC(=O)CNC(=O)Cn2c(C)cc3ccccc3c2=O)c(OC)c1	-7.1%	6	-2	0	673	-0.14	1144	i	5	-1.3%	6.9	1.8	5.2	0.3	1075	0.51	-0.21	0.54	0.19
CCCC(=O)NC(c1ccc2c(c1)OCO2)c1cc(Cl)c2cccnc2c1O (stereo not drawn)	-6.1%	-26	-7	9	695	0.04	1352	i	9	-2.8%	4.2	0.7	9.7	-0.1	990	0.5	-0.21	0.019	-0.12
CC1(C)CC(=O)c2cnc(N3CCc4ccccc43)nc2C1	nt	nt	nt	12	729	0.22	1011	nt	nt	nt	nt	nt	nt	0.4	1278	0.66	-0.28	0.25	0.057
Cc1cc(-n2cnc(-c3cn(C)nc3C)n2)no1	nt	nt	nt	-11	612	-0.2	1007	nt	nt	nt	nt	nt	nt	2.3	1239	-0.9	0.35	-0.25	0.78
Fc1ccc(NC(=S)N2CCOCC2)cc1Cl	-19%	10	17	-8	711	0.33	1525	i	-24	-1.0%	3.8	2.4	3.3	0.7	1057	1.2	-0.29	0.5	0.01
Cc1c(C(=O)N2CCN(c3ccc(C(F)(F)F)cn3)CC2)oc2ccccc12	-2.8%	71*	47*	6	796	0.37	1100	i	-7	4.1%	1.5	2.6	8.5	nt	nt	-0.96	-0.22	-0.33	1
COc1ccc(CC(C(=O)Nc2cc(C)ccc2C)/C(N)=N/O)cc1 (stereo not drawn)	-2.6%	4	9	-9	724	-0.59	1158	i	-9	0.9%	2.3	1.5	5.7	-5.4	1213	-0.62	-0.18	-0.3	0.64
COC(=O)c1sc(NC(=O)CSc2nnnn2-c2cccc(OC)c2)nc1C	-6.4%	-7	-8	-12	759	0.71	1315	i	6	15%	3.1	1.5	2.0	-3.4	499	-1.3	0.26	-0.47	0.31
O=C(NCCc1c[nH]c2ccccc12)C(F)(F)C(F)F	-2.6%	13	18	nt	nt	-0.96	1442	i	-9	4.8%	3.8	2.1	5.2	-1.1	1325	0.18	-0.41	0.011	-0.17
CC(C)(C)c1[nH]nc2c1C(c1ccncc1)C(C#N)=C(N)O2 (stereo not drawn)	-13%	-4	-3	-1	771	-0.06	1259	i	35	-0.6%	3.3	2.9	2.6	-1.6	1168	0.027	-0.28	0.024	0.46
CCOC(=O)N1CCN(C(=O)CSc2nnc(Cc3ccccc3)o2)CC1	-1.7%	-4	17	9	681	-1.1	1812	i	-8	-1.9%	1.3	1.1	6.1	0.2	1097	0.8	-0.19	0.69	-0.071
Cc1[nH]c2ccccc2c1C(=O)CN1C(=O)NC2(CC(C)CC(C)(C)C2)C1=O (stereo not drawn)	-2.3%	3	-3	8	582	-0.82	1133	i	12	2.5%	2.6	4.6	13	nt	nt	0.02	-0.22	-0.37	0.53
COc1ccc(N(C(=O)c2ccco2)C(C(=O)NC2CCCC2)c2cccs2)cc1OC (stereo not drawn)	-18%	-10	2	3	729	0.33	1220	i	2	-2.8%	2.5	1.9	9.8	-2.1	538	-0.31	-0.13	-0.1	0.48
CCCc1nc2ccccc2c(=O)n1N	0.1%	-5	-1	-2	838	nt	nt	i	-6	-0.7%	1.9	1.4	5.5	-1.1	996	-1.2	0.066	-0.28	0.71
CCCn1c(N2CCN(C(=O)N3CCCCC3)CC2)nc2ccccc21	-17%	13	25	nt	nt	0.37	971	i	14	3.1%	1.9	1.6	7.5	-5.1	905	-0.72	-0.2	-0.23	0.87
CCOc1ccc(CCNC(=O)Cn2ccc3ccccc3c2=O)cc1OCC	-6.7%	6	4	50*	684*	-1.6	1257	i	13	-0.9%	4.2	1.8	18	-0.9	996	-0.66	-0.28	0.035	1.2
CCCCN(C)S(=O)(=O)c1ccc(C(=O)N=c2sc3cc(NC(C)=O)ccc3n2C)cc1	-5.5%	0	-16	2	492	nt	nt	i	-3	-4.6%	1.5	2.6	12	1.2	939	1.5	-0.26	0.74	-1.1
CN(C)S(=O)(=O)c1ccc(C(=O)NCC(=O)N/N=C/c2ccco2)cc1	-2.0%	-9	3	-4	687	-0.57	1537	i	1	0.5%	1.9	2.3	7.1	-3.3	994	-0.79	-0.34	-0.74	0.74
COc1cccc(CC2(CO)CCCN(Cc3cc(F)ccc3-n3cccn3)C2)c1 (stereo not drawn)	-4.1%	2	2	1	759	0.24	1585	i	16	-1.8%	5.1	6.3	2.4	0.1	1531	0.12	-0.21	0.3	0.5
COC(=O)c1ccc(C23CC4(C2)[C@H](CN(C)[C@@H]4c2ccccc2)C3c2ccc(C(F)(F)F)cc2)cc1 (stereo partly drawn)	nt	nt	nt	-6	673	-2.1	934	nt	nt	nt	nt	nt	nt	-1.8	1165	-0.52	-0.82	-0.22	0.83
CC(C)(C)c1ccc(/C=C/C(=O)N2CCOCC2)cc1	0.0%	-1	-2	-15	704	0.38	1164	i	-3	-6.2%	1.9	1.9	13	-2.1	952	0.046	0.054	0.26	-0.055
O=C(C1CCC1)N1CCc2cc(S(=O)(=O)N3CCN(c4ccccn4)CC3)ccc21	-1.8%	13	7	1	706	-0.93	1303	i	-6	2.4%	6.4	2.3	19	0.2	1107	1.1	0.97	1.7	-1.1
O=C(Nc1ccccc1F)c1ccc(Cn2cc(Cl)cn2)cc1	-8.3%	19	14	-10	666	0.15	959	i	16	2.1%	1.9	2.2	7.8	0.9	1544	-1.4	-0.21	-1	0.5
O=C1CC(N2CCN(C3CC(=O)N(CCc4ccccc4)C3=O)CC2)C(=O)N1CCc1ccccc1 (stereo not drawn)	-2.5%	-5	-17	13	720	-0.01	1836	i	-6	-0.7%	4.1	1.5	5.4	-0.9	1065	-1.3	-0.21	-0.41	1.5
O=C(CCCN1C(=O)CSc2ncccc21)N1CCN(c2cccc(C(F)(F)F)c2)CC1	-5.3%	10	4	19	657	-0.12	1217	i	-2	nt	4.1	2.5	4.4	-1.1	1040	-1.6	-0.11	-0.32	0.73
CSc1ccccc1-c1nnc(-c2ccc(Cl)cc2)o1	-9.9%	-12	-5	32	729	-0.09	1749	i	-1	-3.7%	1.6	1.5	2.6	2.9	982	0.34	-0.2	-0.39	-0.13
CCS(=O)(=O)c1ccc2oc(SCC(=O)Nc3ccc(OC)cc3OC)nc2c1	-4.1%	-25	14	12	708	0.13	1231	i	3	0.3%	2.4	1.8	8.5	0.4	1108	0.036	-0.31	0.33	0.55

Arranged by count of non-hydrogen atoms (lowest first): some entries from above.
molecule	XIAP displacement	WT yeast gro inh	WT yeast gro inh mutant strain	Lipid droplet	Lipid droplet cells 6.5 µM	Ins promoter up	Ins promoter up cell count	Autophagy HCS	Autophagy HCS cell loss 18 h	ER stress rescue	MT stabilizer	MT stabilizer Hoechst-high %	MT stabilizer cytotoxicity %	bCat nuc transl	bCat nuc transl cell count 5 µM	Dynein transport	Dynein transport cytoplasmic EGFP	Dynein transport nuclear GR-EGFP	Dynein transport cell count
CSc1ccccc1-c1nnc(-c2ccc(Cl)cc2)o1	-9.9%	-12	-5	32	729	-0.09	1749	i	-1	-3.7%	1.6	1.5	2.6	2.9	982	0.34	-0.2	-0.39	-0.13
O=C(Nc1ccccc1F)c1ccc(Cn2cc(Cl)cn2)cc1	-8.3%	19	14	-10	666	0.15	959	i	16	2.1%	1.9	2.2	7.8	0.9	1544	-1.4	-0.21	-1	0.5
O=C(C1CCC1)N1CCc2cc(S(=O)(=O)N3CCN(c4ccccn4)CC3)ccc21	-1.8%	13	7	1	706	-0.93	1303	i	-6	2.4%	6.4	2.3	19	0.2	1107	1.1	0.97	1.7	-1.1
